# Compound activity deposited in PubChem by National Center for Advancing Translational Sciences (NCATS).
# Pf Dd2 growth = Plasmodium falciparum Dd2 growth inhibition. P. falciparum Dd2 growth, SYBR Green, 72 h. Potency, µM (doses to about 28.9 µM), without a hit: at the top dose activity, negative = inhibition, usual class: inhibitors. 4.3% of 120,000 active. AID 1347417; active = well fitted inhibition curve with a large enough effect; inconclusive = small, poorly fitted or top-dose-only effect; inactive = no such curve, though single readings can be large or run the other way;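 note: plate controls were DMSO vehicle for no effect and reference drug for full effect; nearly all actives have a fitted effect of over 65% in size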
#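 Infected erythrocytes (Dd2, 0.3% parasitemia, 2.5% hematocrit final) are added to compound in RPMI-1640/Albumax II medium, grown 72 h at 37C in low oxygen, then lysed with saponin/Triton-X containing SYBR Green and read by fluorescence.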
# The depositor's hits bear a star; i = inactive; ? = inconclusive; [ ] = another dose, or the depositor's remark. Potency is the fitted concentration of half-maximal effect. Some of the compounds tested. The share of hits here may be higher or lower than overall.
SMILES,Pf Dd2 growth
Cc1cc2c(cc3c(SCc4ccc(Cl)cc4)nncn32)o1,?
O=C(CN1CC2CC(C1)[C@H]1CCCC(=O)N1C2)NCCN1CCCCC1 (stereo partly drawn),-21%
NS(=O)(=O)c1ccc(CCNC(=O)c2cc3n(n2)CC(c2ccc(Cl)cc2)OC3)cc1 (stereo not drawn),i
O=C(c1ccccc1OCC1CCCN(CCCc2ccccc2)C1)N1CCCC1 (stereo not drawn),i
Cc1ccc(C(=O)NCc2nnnn2-c2ccc(C)c(C)c2)cc1,47%[activator]
CC(C)(C)OC(=O)NC(C)(CN)c1ccccc1 (stereo not drawn),?
O=C(NCCc1ccccc1F)c1nc2sccn2c1Br,?
O=C(NCc1ccc(-c2cnc3c(Oc4ccccc4)nccn23)cc1)c1ccn[nH]1,-7%[44.1 µM]
CN1CCc2c([nH]c3ccccc23)C12CCN(C(=O)c1ccc3ncccc3c1)CC2,?
COCCN1CCC(CN(Cc2ccncc2)C(=O)c2csc(C)n2)CC1,7%
COc1cccc(-c2noc(Nc3ccc4c(c3)OCCO4)n2)c1,-21%
CCN1c2cc(C(=O)NCc3cccc(Br)c3)ccc2C(=O)N2CCCCC21 (stereo not drawn),-4%
CCOCCCn1c(SCC(=O)Nc2ccc(CC)cc2)nc2ccccc2c1=O,?
Cc1oc(-c2ccccc2)nc1CNC(=O)Nc1ccccc1,76%[activator]
COc1ccc(S(=O)(=O)N2CC(N(C3CCOCC3)S(C)(=O)=O)C2)cc1,-12%
COc1cccc(C(=O)N2CCN(c3cc(C(F)(F)F)nc(C)n3)CC2)c1,?
Cc1nccn1-c1ccc(NC(=O)C2CCCN(c3ncccc3C#N)C2)cc1 (stereo not drawn),-26%
COCCNC(=O)c1cc(NC(=O)C(C)C)cc2nc(C)ccc12,-13%
CS(=O)(=O)N1C[C@@H](COc2ccccc2)[C@H](C(N)=O)C1,9%
COCC1(CNC(=O)c2cc(C)on2)C[C@@H](O)[C@@H](O)C1 (stereo partly drawn),36%[activator][44.1 µM]
COCC(=O)N1CC[C@H]2COC(=O)N2c2cc(C)ccc2C1,16%[44.1 µM]
CNC(=O)c1cc[nH]c1C1CCCN(Cc2ccsc2)C1 (stereo not drawn),?
O=C(NCCSc1c(-c2ccc(F)cc2)[nH]c2ccccc12)c1ccc(S(=O)(=O)N2CCOCC2)cc1,?
COc1ccc(C2=NS(=O)(=O)N(C)C(C(=O)NC(C)c3ccccc3)=C2)cc1 (stereo not drawn),18%[0.594 µM]
CCC(C)NC(=O)c1sc2nc(C)c(C(=O)Nc3ccc(C)cc3C)c(-c3ccccc3Cl)c2c1N (stereo not drawn),3.2µM*
O[C@@H]1C[C@@H](c2nc(-c3ccc4c(c3)OCO4)no2)N(Cc2ccccn2)C1,i
O=C(c1ccccn1)N1CCC(Cc2nc(-c3ccccc3)n[nH]2)C1 (stereo not drawn),2%
Cc1ccc(C2CCN(C(=O)c3cnn(-c4ccc(C)c(C)c4)c3C3CCN(C(=O)OC(C)(C)C)CC3)C2)cc1 (stereo not drawn),?
COc1ccccc1CNc1ncnc2c1nc1n2CCCC1,17%
Cc1cc(N2C[C@@H](C)[C@@](C)(O)C2)nc(N2CCCCC2)n1,-14%
CCN(Cc1nc(C)no1)C(=O)c1cc(COc2ccccc2F)[nH]n1,-11%
CCCN1CCCCC12Cc1ccccc1CN(C(C)=O)C2 (stereo not drawn),?
CC(=O)N1CCc2cc(S(=O)(=O)NC(C(=O)Nc3ccc(C)cc3C)C(C)C)ccc21 (stereo not drawn),i
COc1ccc(N2CCN(C(=O)c3ccc4c(c3)N(C)C3CCCCN3C4=O)CC2)cc1 (stereo not drawn),?
O=C(Nc1ccc2nc(SCCOc3ccccc3)sc2c1)c1ccc2c(c1)OCO2,?
CN(C)C(=O)CO[C@H]1COCCN(Cc2ccccn2)C1,-10%[44.1 µM]
O=C(CSc1ncc(CO)n1Cc1ccc(Cl)cc1)NCc1ccc(F)cc1,18%
COc1ccc(C(=O)Nc2ccc([C@H]3OCC(=O)N(C(C)C)[C@@H]3CO)cc2)cc1OC,-33%[44.1 µM]
O=C(NC1CCCN(CCc2ccccc2)C1)C1(Cn2cccn2)CC1 (stereo not drawn),?
CCOc1ccc(CCNC(=O)c2cn(C)c3ccc(S(=O)(=O)N4CCCCC4)cc3c2=O)cc1OCC,i
O=C(C1CC(=O)N(c2n[nH]c3cccc(F)c23)C1)N1CCN(c2ccccc2)CC1 (stereo not drawn),-6%
O=C(Nc1ncc(-c2cccc(F)c2)c2c1OCC2)c1c[nH]c2ccccc12,8%[44.1 µM]
COc1ccc(CC(=O)NC2CCc3nnc(C)n3CC2)cc1 (stereo not drawn),56%[activator]
COCCNC(=O)[C@@H]1C[C@H](Oc2cccnc2)CN1C(=O)c1cc2ccc(OC)cc2[nH]1,i
O=C(NCc1ccccc1F)c1sc2ncccc2c1-n1cccc1,49%[activator]

# 3 entries from above in another layout.
Structure | Pf Dd2 growth
O=C(CSc1ncc(CO)n1Cc1ccc(Cl)cc1)NCc1ccc(F)cc1 | 18%
COc1ccc(C(=O)Nc2ccc([C@H]3OCC(=O)N(C(C)C)[C@@H]3CO)cc2)cc1OC | -33%[44.1 µM]
O=C(NC1CCCN(CCc2ccccc2)C1)C1(Cn2cccn2)CC1 (stereo not drawn) | ?

# (next part)
SMILES,Pf Dd2 growth
CCC1CCCCN1Cc1cn2c(-c3ccc(Br)cc3)nnc2s1 (stereo not drawn),?
COc1ccccc1C(=O)NCc1nnc2c(-c3nc(C4CC4)no3)cccn12,?
Cc1cc(CN2CCC3(CC2)CN(C2CCC2)CC3CO)n(C)n1 (stereo not drawn),i
CC1=C[C@@H](CN2CCC[C@H]2CO)[C@H](C(C)C)C[C@H]1Cc1nnc(-c2cncn2C)o1,-33%[44.1 µM]
Cc1oc2ncn(C)c(=O)c2c1C(=O)N1CCN(c2ccccc2F)CC1,15%
COC(=O)C1CCN(CC(=O)Nc2cc(C)c3c(=O)oc4ccccc4c3n2)CC1,1%
Cc1ccc(Cl)cc1NC(=O)Cn1c(=O)n(C(C)C)c(=O)c2oc3ccccc3c21,15%
CCCN(CC1CCOC1)S(=O)(=O)c1ccc(Cl)c(C)c1 (stereo not drawn),10%[5.79 µM]
Cc1ccc(-c2cc(C(F)(F)F)n3nc(-c4cccc(Br)c4)cc3n2)cc1,34%[activator]
O=C(NC1CCCCCC1)C1CC(=O)N(c2n[nH]c3cccc(F)c23)C1 (stereo not drawn),-6%
CC(C)c1ccc(S(=O)(=O)N2CCC(CC(=O)NCc3ccccc3)C2)cc1 (stereo not drawn),i
CCOc1ccc(CN2C(=O)C3(CCOCC3)CC2c2nnnn2CCOC)cc1OC (stereo not drawn),i
COc1ccc(CN2CCC3(CNS(=O)(=O)c4cnccc4O3)C2)cc1 (stereo not drawn),1%
O=C(c1cc(-c2ccccc2F)cc2c1OCCN2Cc1cccnc1)N1CC(O)C1,?
COc1cccc(CNC(=O)[C@@H]2C[C@@H](O)CN2C2CCN(C(=O)c3ccccn3)CC2)c1,13%
O=C(OCc1ccco1)c1ccc2c(c1)N(Cc1cccc(F)c1)C(=O)c1ccccc1S2,?
CCOC(=O)c1c(C)[nH]c(CCC(=O)NCc2ccc(F)cc2)c1C,-14%
Clc1cccc(-c2noc3ncnc(NC4CCCCC4)c23)c1,?
Cc1ccccc1NC(=O)CCC(=O)N1CCSc2ccccc21,-4%
CC(C)(C)c1ccc2oc(CNC(=O)CN3C(=O)CNC3=O)nc2c1,3%
CC(C)NC(=O)N[C@H]1C[C@H]2C(=O)NC[C@@H](CCC(=O)N3CCCC3)N2C1,25%[44.1 µM]
COc1coc(C(=O)NCCC2CN(c3cnn(C)c(=O)c3)CCO2)cc1=O (stereo not drawn),-13%
CN(C)C1(CNC(=O)COc2ccc([N+](=O)[O-])cc2)CCCCC1,-16%
Cc1cc2c(cc1S(=O)(=O)N(C)CC(=O)Nc1cccc(C#N)c1)OCC(=O)N2,i
COc1ccccc1NC(=O)c1c(OC)cc(=O)n2c1CCCC2,8%
CS(=O)(=O)N1CCCN(C(=O)c2cccs2)CCNC(=O)CC1c1ccccc1 (stereo not drawn),15%
CCOc1ccc(C2Cn3nnc(-c4nc(-c5ccccc5OCC)no4)c3CO2)cc1 (stereo not drawn),-13%
Cc1ccccc1N1Cc2c(NCc3ccc4c(c3)OCO4)ncnc2N(C)CC1=O,-21%
Cc1ccc(C)c(N2CCN(C(=O)Cn3ncc4c(=O)oc5ccccc5c43)CC2)c1,i
CCc1nc(-c2c3n(c(=O)n(Cc4cc(F)cc(F)c4)c2=O)CCCC3)no1,i
Cc1cccc(C(=O)N2CCC(Cc3nc(-c4cnccn4)no3)CC2)c1,2%
O=C(O)C1=NOC2CN(C(=O)C3CCCCC3)CC12 (stereo not drawn),-7%[44.1 µM]
CN(CC(=O)N1CCC2(CC1)CN(CC(=O)O)C(=O)O2)Cc1cccnc1,7%
O=C(NCc1ccccc1)c1ccc(Cn2c(=O)c3cccn3c3cccnc32)cc1,-13%
Cc1cc(N2CCC(NCc3noc(C)n3)CC2)nc(-c2ccccc2O)n1,?
Cc1ccc(-c2ncc(NC(=O)Cc3ccccc3C)cn2)cc1,?
Cc1ccc(CN2CCCN(Cc3c(C)cc(C)cc3C)S2(=O)=O)cc1,5%
O[C@@H]1CO[C@H]2[C@@H]1OC[C@@H]2n1nnnc1-c1ccc(-c2ccccc2)cc1,-25%[44.1 µM]
O=C(NC1CC(=O)N(c2cccc(F)c2)C1)c1cc2ccccc2o1 (stereo not drawn),105%[activator]
Cc1cccc(-c2noc(CCC(=O)N3CCc4c(nc(C)[nH]c4=O)C3)n2)c1,-8%
CN(C)[C@@H]1CN(C(=O)c2cccn2C)CC[C@]1(O)c1ccccc1,15%[5.79 µM]
CCOc1ccc(NC(=O)c2ccc(F)c(S(=O)(=O)NCc3ccc4c(c3)OCO4)c2)cc1,i
CC(C)NC(=O)C1CCN(C(=O)c2cnn(-c3ccccc3)c2-n2cccc2)CC1,12%
Cc1ccc(C(=O)NCCc2ccc(Cl)cc2)cc1-n1c(C)nc2cccnc21,?
COc1ccc(NC(=O)NC2COc3ccccc3C2)cc1Cl (stereo not drawn),?

# Of the compounds above, these have a CF3 group.
SMILES,Pf Dd2 growth
COc1cccc(C(=O)N2CCN(c3cc(C(F)(F)F)nc(C)n3)CC2)c1,?
Cc1ccc(-c2cc(C(F)(F)F)n3nc(-c4cccc(Br)c4)cc3n2)cc1,34%[activator]

# Following part:
SMILES,Pf Dd2 growth
CCOc1ccc(CNS(=O)(=O)c2ccc(-c3coc(C)n3)cc2)cc1,4%
CN1CCN(C(=O)c2cnc(-c3ccccn3)nc2)[C@H]2CS(=O)(=O)C[C@H]21,7%
O=C(Nc1cc2ccc(O)cc2oc1=O)c1ccccc1,-14%
CCOc1ccc(-c2cc(CCCC(=O)NCCc3ccc(SC)cc3)no2)cc1,?
CCN(Cc1ccncc1)C(=O)c1cc(CN2CCC(Cc3ccccc3)CC2)on1,?
O=C(CCOc1ccccc1)N[C@@H]1CCNC[C@H]1O,-2%
COc1ccccc1NC(=O)CC1CCCN(c2cnn(CC3CC3)c(=O)c2)C1 (stereo not drawn),i
OC1(CNC2CCN(Cc3cc(F)cc(F)c3)CC2)CNCCOC1 (stereo not drawn),-5%
O=C(CSc1nc(-c2ccccc2)[nH]c1-c1ccccc1)Nc1ccc2c(c1)OCO2,?
COCCNC(=O)CSc1nc2cc3c(cc2c(=O)n1CCCC(=O)NCc1ccc2c(c1)OCO2)OCO3,i
O=C(NC1CCN(c2cc(C(F)(F)F)ncn2)CC1)c1cccc(Cl)c1,-6%
CCS(=O)(=O)N1CC(=O)N(c2cccc(C)c2C)C(C)(C(=O)NC2CCCCC2)C1 (stereo not drawn),i
CCN1CC(c2ccccc2)CC2(CCN(Cc3cnc(SC)nc3)CC2)C1 (stereo not drawn),-9%
Cc1ccc2nc(C3CCCN(Cc4ccccc4)C3)[nH]c(=O)c2c1 (stereo not drawn),?
O=C(c1cnc2sccn2c1=O)N1CCn2nc(C(O)C3CC3)cc2C1 (stereo not drawn),-6%
CCn1ncc(C(=O)N2C[C@@H](COc3ccccc3)[C@H](C(N)=O)C2)c1C,-5%
CCn1c(=O)n(-c2ccc(F)c(Cl)c2)c(=O)c2sc3ccccc3c21,55%[activator]
COc1ccc(CNC(=O)CS(=O)(=O)c2cccc3nsnc23)cc1,i
CCCCOc1ccc(C(=O)N2CCC[C@H]2c2nc(-c3ccc(OC)cc3)no2)cc1,11µM*
Cc1cnc(CC2CCCNC2)n1Cc1ccc(F)cc1 (stereo not drawn),-26%
COc1cccc(NC(=O)CCC2CCN(C(=O)CN3C(=O)CNC3=O)CC2)c1,0%
Cc1ccc(C)c(NC(=O)Cn2cc(S(=O)(=O)Cc3cccc(Cl)c3)c3ccccc32)c1,11%

# Copied from the entries so far for reference:
SMILES,Pf Dd2 growth
CCCCOc1ccc(C(=O)N2CCC[C@H]2c2nc(-c3ccc(OC)cc3)no2)cc1,11µM*
Cc1cnc(CC2CCCNC2)n1Cc1ccc(F)cc1 (stereo not drawn),-26%
COc1cccc(NC(=O)CCC2CCN(C(=O)CN3C(=O)CNC3=O)CC2)c1,0%
Cc1ccc(C)c(NC(=O)Cn2cc(S(=O)(=O)Cc3cccc(Cl)c3)c3ccccc32)c1,11%
